# CRFR2-BP antag – CRF-BP/CRF-R2 complex antagonism. inhibition, % at 11.8 µM. AID 588475. HEK293 CRF-R2/CRF-BP, CRF-induced calcium fluorescence. 350,000 compounds, 0.59% hits;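 active = inhibition of the ligand-induced calcium signal above about 50% at the single tested concentration, limit read from the data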
# IDE cell activ – IDE (human) activation, cell-based. P14735. HEK cells, FAbeta-B cleavage, fluorescence polarization; 0% vehicle, 100% cell-free pure enzyme wells. activation, % at 5.96 µM. 340,000 compounds, 0.073% hits;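 active = activation above the mean of all tested compounds plus 3 SD, set per screening campaign, cut at about 17% in these data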
# MEKK3 PB1 HTS – modulators (inhibitors or enhancers) of MEK5 binding to human MEKK3 PB1 domain; Q99759; bead-based flow cytometry, Alexa488-MEK5 binding to MEKK3; actives lie on both sides; 0 = blocked by unlabeled MEK5, 100 = vehicle; binding response (% of control), % at 10 µM; 290,000 compounds, 1.4% hits;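 active = binding response more than 3 SD above or below the average of its plate-row segment, actives on both sides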;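 note: Alexa488 bead fluorescence after subtracting the streptavidin-only scavenger bead signal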
# PHOSPHO1 inh – blocks human PHOSPHO1 phosphatase activity. Q8TCT1. recombinant PHOSPHO1, absorbance phosphatase assay. inhibition, % at 13.3 µM. 290,000 compounds, 1.1% hits; in the data active = inhibition above about 60%
# Target sequence (Q8TCT1 whole entry, looked up): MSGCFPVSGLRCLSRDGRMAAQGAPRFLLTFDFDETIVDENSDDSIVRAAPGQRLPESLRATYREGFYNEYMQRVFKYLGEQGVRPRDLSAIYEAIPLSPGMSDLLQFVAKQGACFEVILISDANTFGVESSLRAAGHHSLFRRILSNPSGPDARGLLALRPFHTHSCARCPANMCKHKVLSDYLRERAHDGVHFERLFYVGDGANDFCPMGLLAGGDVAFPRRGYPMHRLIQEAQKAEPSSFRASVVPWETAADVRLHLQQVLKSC
# pCIP destab – compounds decreasing mouse p/CIP protein stability; Q05BA5; AID 1984; 290,000 compounds, 0.01% hits; F442A p/CIP-EGFP cells, EGFP fluorescence, 16 h; decrease of EGFP signal, % at 10 µM;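 active = EGFP signal decrease of at least 30% at 10 µM or well 3 SD below plate mean, unless failing retest; inactive = the rest, including hits failing retest or dose response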; note: some compounds called inactive have numbers as strong as hits; many of its hits are not listed in these tables
# IDE cell inh – inhibitors of human insulin-degrading enzyme in cells; P14735; 320,000 compounds, 0.41% hits; HEK cells, FAbetaB cleavage, fluorescence polarization; inhibition, % at 5.59 µM;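 active = percent inhibition above the average of all tested compounds plus 3 SD, set per screening campaign, cut at about 16% in these data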;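 note: IDE supplied by intact live HEK cells; FP after avidin binding of uncleaved biotin substrate so inhibition keeps polarization high; 0% = DMSO wells and 100% = 60 µM reference IDE inhibitor Ii1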
# CRFBP-R2 agonist – agonists of human CRF-binding protein/CRF-R2 receptor complex; HEK293 CRF-R2/CRF-BP, calcium dye fluorescence (FLIPR); percent of saturating CRF peptide response; activation, % at 13.2 µM; 350,000 compounds, 0.46% hits;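 active = activation of at least 50%, plus an integration ratio under a set limit after plate pattern correction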;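 note: plate controls were neutral control wells without compound for no effect and CRF at EC100 for full effect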
# M4 PAM – potentiates acetylcholine response at human M4 receptor. P08173. CHO-K1 hM4/Gqi5, Fluo-8 calcium fluorescence, ACh EC20; 0% = ACh EC20, 100% = maximal ACh. activation, % at 3 µM. 360,000 compounds, 0.4% hits. AID 624126;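 active = activation above its plate's cutoff, the mean activation of sample wells plus 3 SD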; note: some results filed as inactive read as strong as hits
# Target sequence (P08173 whole entry, looked up): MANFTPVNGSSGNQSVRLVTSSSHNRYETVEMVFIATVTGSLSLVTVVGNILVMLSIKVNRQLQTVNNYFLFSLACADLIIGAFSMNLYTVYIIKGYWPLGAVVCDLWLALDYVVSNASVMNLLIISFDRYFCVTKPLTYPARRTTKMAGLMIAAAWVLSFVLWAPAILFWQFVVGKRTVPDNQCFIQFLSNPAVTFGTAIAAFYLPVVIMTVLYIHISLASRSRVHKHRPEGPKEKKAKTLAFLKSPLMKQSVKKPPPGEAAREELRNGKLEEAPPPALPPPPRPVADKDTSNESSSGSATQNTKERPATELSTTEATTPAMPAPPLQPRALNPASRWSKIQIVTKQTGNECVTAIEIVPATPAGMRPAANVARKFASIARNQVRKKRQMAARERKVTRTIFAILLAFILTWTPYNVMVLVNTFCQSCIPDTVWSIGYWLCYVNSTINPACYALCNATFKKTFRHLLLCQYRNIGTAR
# GalR3 antag – blocks the human galanin receptor 3; inhibition, % at 3 µM; HEK293 GalR3-CNG cAMP membrane potential fluorescence; galR3 body fused to GalR1 C-terminus; 360,000 compounds, 0.44% hits; O60755;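 active = inhibition above the screen-wide average plus 3 SD, cut at about 13% in these data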;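 note: forskolin and galanin both at EC90 stimulate the cells; cAMP rise reported by CNG channel membrane potential dye signal; 0% = forskolin plus galanin with DMSO and 100% = forskolin alone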
# Target sequence (O60755 1-299 limits assumed): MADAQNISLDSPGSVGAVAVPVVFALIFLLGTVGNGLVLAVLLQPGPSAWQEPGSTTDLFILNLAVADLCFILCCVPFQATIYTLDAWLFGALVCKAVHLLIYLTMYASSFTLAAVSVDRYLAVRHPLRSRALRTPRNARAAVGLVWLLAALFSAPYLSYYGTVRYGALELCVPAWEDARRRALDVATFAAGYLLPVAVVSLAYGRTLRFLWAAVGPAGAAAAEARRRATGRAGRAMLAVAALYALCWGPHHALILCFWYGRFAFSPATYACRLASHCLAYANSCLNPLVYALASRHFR
# Numbers without * were called inactive; · = not tested or not shown; [ ] = dose if it differs, or a comment.
SMILES,CRFR2-BP antag,IDE cell activ,MEKK3 PB1 HTS,PHOSPHO1 inh,pCIP destab,IDE cell inh,CRFBP-R2 agonist,M4 PAM,GalR3 antag
Cc1ccc(S(=O)(=O)N2CCN(S(=O)(=O)N3CCCCC3)CC2)cc1C,0,4,95,15,-1,1,0.6,-6,-7
CC(C)(C)c1cc(C(=O)N/N=C/c2cc3c(cc2Br)OCO3)n[nH]1,-14,-6,104,44,4,10,-2.5,-4,3
COc1cc(SC)ccc1C(=O)OCC(=O)N1CC(=O)Nc2ccccc21,-11,1,·,·,·,0,-3.0,-5,-4
C=CCn1c(=NC(=O)c2ccccc2[N+](=O)[O-])sc2cc(S(C)(=O)=O)ccc21,-20,2,104,-8,-5,-2,0.5,10,-2
Cc1c(C(=O)N2CCN(CC(=O)Nc3ccccc3Cl)CC2)oc2ccc(Br)cc12,0,3,·,·,·,3,3.9,6,1
O=C(Nc1cccnc1)c1sc2cccc(F)c2c1Cl,-2,3,107,47,-3,2,-0.3,3,-6
CN(N=Nc1nc[nH]c1C(=O)NN)C1CCCCC1,15,-1,·,·,·,·,2.8,9,4
C=CC[N+]1(CC#Cc2ccccc2)CCCC1,20,3,100,24,-13,4,5.1,7,-2
CC(=O)N1CCN(C(=O)C2(NC(=O)Nc3cccc(F)c3)CCCCC2)CC1,2,5,98,26,4,2,-1.2,-5,-7
Cc1ccccc1S(=O)Cc1ccc(C(=O)N2CCN(C(=O)c3ccco3)CC2)o1 (configuration not stated),9,-5,100,42,-1,-8,-0.3,3,0
O=C(C1=C(O)C(=O)N(Cc2ccco2)C1c1cccnc1)c1cc2ccccc2o1 (configuration not stated),2,0,92,-2,0,8,-0.6,7,-3
CC(C)(C)c1ccc(NC(=O)N2CCCN(c3ccc([N+](=O)[O-])cn3)CC2)cc1,10,9,90,42,-13,4,-0.9,-16,-7
CCn1nnnc1SCC(=O)N1CCc2ccccc21,-19,1,113,·,·,3,1.5,5,-3
O=C(NC(=S)Nc1c(Cl)cc(Cl)cc1Cl)c1ccccc1,-21,·,·,·,·,·,5.8,-1,-5
CCN1C(=O)C(C(=O)NC(C)c2ccccc2)C2CC1(C)Oc1ccccc12 (configuration not stated),-7,-1,97,10,2,2,1.2,-4,-7
COc1cc(OC)cc(C(=O)Nn2c(C)nc3ccccc3c2=O)c1,33,3,·,-1,-4,1,-2.1,-11,-1
Cc1c(NC(=O)c2ccc(S(=O)(=O)N3CC(C)OC(C)C3)cc2)c(=O)n(-c2ccccc2)n1C (configuration not stated),8,4,106,37,-3,3,-0.3,-1,-5
CSCC[C@H](NC(=O)OC(C)(C)C)c1nnc(SCc2ccccc2)o1,-18,3,107,21,-7,-2,0.3,13,2
CS(=O)(=O)c1ccc(Cl)c(NC(=O)COC(=O)c2ccc(-n3cnnn3)cc2)c1,20,-3,·,·,·,1,-0.8,4,-3
CNC(=O)C1CC(=O)N/C(=N/N=C(\C)c2cccs2)S1 (configuration not stated),2,8,111,-27,4,1,0.3,3,-3
Cc1ccc(C)c(-c2nnc(NC(=O)CS(=O)(=O)c3ccccc3)o2)c1,4,-2,·,·,·,7,0.4,14,-1
O=C(Nc1nc(-c2ccccc2)cs1)c1cccc([N+](=O)[O-])c1,-36,-3,100,50,-13,1,0.9,0,-5
Cc1ccc(-c2nc3cnccn3c2Nc2ccccc2)o1,11,-8,117,-4,-1,-1,-2.1,-7,-1
Cc1ccc2c(CC(=O)NCCc3ccc(S(N)(=O)=O)cc3)coc2c1,24,2,98,0,-4,-1,-3.9,-5,-3
COc1ccccc1-c1c(C)nn2c(N3CCN(Cc4ccccc4)CC3)cc(C)nc12,26,8,98,37,-14,2,1.3,4,3

# (continued)
SMILES,CRFR2-BP antag,IDE cell activ,MEKK3 PB1 HTS,PHOSPHO1 inh,pCIP destab,IDE cell inh,CRFBP-R2 agonist,M4 PAM,GalR3 antag
O=C(NCc1cccnc1)c1ccc(Cn2c(=S)[nH]c3ccc(Br)cc3c2=O)cc1,-13,-2,102,-106,4,6,0.3,-2,1
COc1cccc(C(=O)NC2CC3CCCC(C2)N3Cc2ccc(C)cc2)c1 (configuration not stated),-4,1,101,45,-3,1,1.4,-5,-13
Cc1cc(C)cc(NC(=O)N2CCCC2C(=O)Nc2ccc(-n3cnnn3)c(C)c2)c1 (configuration not stated),12,5,96,42,0,6,-1.7,22,-1
Cc1nc(SC(C)C)[nH]c(=O)c1Cc1ccccc1,20,0,97,3,6,-5,1.1,-3,6
O=C(Cn1ccn(-c2ccc(F)c(F)c2)c(=O)c1=O)NCCc1ccccc1,9,6,99,47,0,-1,0.5,8,3
Cc1cc(/C=N/NC(=O)c2cccs2)c(C)n1-c1ccccc1,-26,-1,117,0,-12,-2,-2.6,-3,-7
CCN(CC)CCN1C(=O)c2cccc3cc(N)cc(c23)C1=O,-42,1,105,28,-16,-4,36,-5,-11
Cc1nc(NC(=O)c2ccccc2)sc1-c1csc(N)n1,-36,3,106,40,10,-1,0.8,1,-4
OCCNc1ncnc2c1cnn2Cc1ccccc1,19,-2,100,25,1,·,5.8,-6,-8
COc1ccc(NC(C)=O)cc1C,-2,4,99,-2,22,-5,-0.1,3,-6
NC(=O)c1nsc(C(=O)N(Cc2cccnc2)C(C(=O)NCc2ccccc2)c2ccc(O)cc2)c1N (configuration not stated),-4,1,103,18,3,4,0.7,7,0
Cc1ccc(CN2CCN(/N=C/c3ccc(C(=O)O)cc3)CC2)cc1,-1,11,93,-38,-19,9,0.1,2,-3
Cc1cccc(OCCC(=O)OC(C)C(=O)Nc2ccc(Cl)cn2)c1 (configuration not stated),-10,6,·,·,·,0,-0.7,-4,-4
COc1ccc(OC)c(CCNC(=O)CCCc2nnc3n(C)c(=O)c4sccc4n23)c1,0,4,99,-17,0,-1,0.8,-1,-9
C[C@H]1COC2=C1C(=O)C(=O)c1c2ccc2c1CCCC2(C)C,-1,5,95,36,2,3,-0.8,4,·
COc1ccc(COC(=O)c2sc3nc4n(c(=O)c3c2C)CCC4)cc1,10,0,·,·,·,-2,-0.8,6,-2
COc1ccc(-c2noc(CCC(=O)N3CCN(c4ccccc4F)CC3)n2)cc1,9,-9,·,·,·,·,-3.6,1,-3
CC(=O)Nc1cc(NC(C)=O)cc(C(=O)N2CCCC3CCCCC32)c1 (configuration not stated),-2,3,100,6,4,6,-1.0,6,-9
O=C(CCS(=O)(=O)c1ccccc1)NNC(=O)COc1ccc(F)cc1,0,5,·,·,·,5,-0.7,-1,-4
Nc1c(C(=O)NCc2ccc3c(c2)OCO3)c2nc3ccccc3nc2n1CCCN1CCOCC1,-30,-2,107,-9,-2,10,5.0,-1,-5
O=C(CCNC(=O)c1ccc([N+](=O)[O-])cc1)Nc1ccc(Cl)c(S(=O)(=O)N2CCOCC2)c1,12,4,·,·,·,-2,-0.6,18,-1
O=c1[nH]c2ccc(S(=O)(=O)N3CCCCC3)cc2[nH]c1=O,-4,4,97,-23,-4,-1,-0.2,0,0
CCCNC(=O)c1csc2c1CCCCC2,3,4,91,-6,-11,3,0.4,1,3
Cc1ccc(OCC(=O)NNC(=O)C2CSC3(C)CCC(=O)N23)cc1C (configuration not stated),-7,-2,·,·,·,·,-0.4,7,-3
CN(C)C=NC(=O)c1cc(C(=O)c2ccc(Cl)cc2Cl)c[nH]1,32,·,103,51,-15,3,3.2,0,-5

# Further entries.
SMILES,CRFR2-BP antag,IDE cell activ,MEKK3 PB1 HTS,PHOSPHO1 inh,pCIP destab,IDE cell inh,CRFBP-R2 agonist,M4 PAM,GalR3 antag
Cc1ccc(S(=O)(=O)CCC(=O)N(C)c2c(N)n(Cc3ccccc3)c(=O)[nH]c2=O)cc1,-10,4,·,·,·,-2,1.1,11,3
O=C(NC(=O)c1ccccc1)Nc1cccc(S(=O)(=O)N2CCCCC2)c1,-4,-1,104,46,0,-4,-0.1,-1,-7
Cn1c(=O)c2c3c(sc2n2c(SCC(N)=O)nnc12)CC(C(C)(C)C)CC3 (configuration not stated),-32,5,74,18,-8,-6,-0.3,25,-9
O=C(O)c1ccc2c(c1)OCCO2,16,6,101,23,-12,2,-1.4,9,0
CCOc1ccc2c(c1)c(N=Nc1cccc(C(=O)O)c1)c(O)n2C,26,6,108,-12,-7,1,-3.7,-1,0
O=C(N/N=C/c1c[nH]c2ccccc12)c1cccc(O)c1,5,-2,105,16,-9,4,-2.0,-3,-8
C/C(=N\NC(=O)c1ccccc1O)c1cccc(NC(=O)c2ccccc2)c1,5,-3,102,38,-3,-1,-0.4,-1,-8
Cc1cccc(NC(=O)c2cccc(C(=O)Nc3cccc(C)c3)n2)c1,-8,-3,·,·,·,4,0.3,4,-4
COC(=O)c1cn(Nc2ncc(C(F)(F)F)cc2Cl)c(=O)c2ccccc12,-14,1,99,4,-15,-1,1.5,7,0
CC1(C)CC(=O)C=C(Nc2ccccc2F)C1,0,-4,98,14,-12,6,3.3,1,1
CCC(CC)C(=O)Nc1ccncc1,·,·,85,-1,-23,-5,·,·,·
Cc1ccccc1Cn1c([N+](=O)[O-])cnc1C,6,3,99,11,-3,-3,-0.8,-8,-3
COc1cc([N+](=O)[O-])ccc1NC(=O)CN1CCOCC1,-2,5,97,57,4,-3,0.5,-6,-1
Cc1ccc2[nH]c(O)c(N=NC(=O)C(C)n3cnc4ccccc4c3=O)c2c1 (configuration not stated),9,7,105,-2,-10,11,-3.2,3,-4
CSc1ccccc1-n1nnnc1SCC(=O)Nc1ccccc1C,14,1,100,-11,-6,3,-0.1,4,-6
OCC1(Cc2ccccc2F)CCCN(CCc2ccccc2)C1 (configuration not stated),-5,2,105,·,-10,-4,-0.9,-14,-2
CC(C)=CCN1CCN(Cc2ccc(C)s2)CC1CCO (configuration not stated),-5,7,98,37,4,-3,0.5,-2,-4
COc1ccc(NC2=CC(=O)CC(c3ccc(C)cc3)C2)c(OC)c1 (configuration not stated),15,5,104,·,·,0,0.7,23*,-4
CCc1nc2cccnc2n1-c1ccc(CC(=O)NC(C)CC)cc1 (configuration not stated),-6,-3,106,38,-13,·,2.2,-6,-7
CN1CC(=O)Nc2ccc([N+](=O)[O-])cc2C1=O,25,-2,104,24,2,-1,7.8,7,-3
O=C(O)C1CCCC2CN3CCc4c([nH]c5ccccc45)C3C(O)C21 (configuration not stated),9,3,103,34,-6,3,8.1,-2,-9
Clc1ccc(CN2CCC(Cc3ccccc3)CC2)cc1,-48,3,103,-11,-8,3,-2.9,-11,-2
COc1ccc2nc(/C=N/NC(=O)CCNC(=O)OC(C)(C)C)ccc2c1,44,9,101,51,-7,6,-1.4,1,5
O=C(Nc1ccc(Oc2cccnc2)cc1)c1ccc([N+](=O)[O-])cc1,24,-2,107,-11,12,8,-1.0,6,0
Cc1nn(Cc2ccccc2)c(Cl)c1/C=N/NC(=O)CNc1cccc(C(F)(F)F)c1,-77,-3,103,-7,4,2,1.3,0,-4
COc1ccccc1NCC(=O)N/N=C/C=C/c1ccccc1,-13,6,70*[inhibitor],-2,-5,-3,10,-5,-2
CSc1ccc(C(=O)C2CCCN(C(=O)c3csc(C(C)=O)c3)C2)cc1 (configuration not stated),31,-1,102,40,12,7,-3.6,-7,-6

# Record cards, from the list above:
# Clc1ccc(CN2CCC(Cc3ccccc3)CC2)cc1 is entered as CRFR2-BP antag: -48; IDE cell activ: 3; MEKK3 PB1 HTS: 103; PHOSPHO1 inh: -11; pCIP destab: -8; IDE cell inh: 3; CRFBP-R2 agonist: -2.9; M4 PAM: -11; GalR3 antag: -2
# CN1CC(=O)Nc2ccc([N+](=O)[O-])cc2C1=O is entered as CRFR2-BP antag: 25; IDE cell activ: -2; MEKK3 PB1 HTS: 104; PHOSPHO1 inh: 24; pCIP destab: 2; IDE cell inh: -1; CRFBP-R2 agonist: 7.8; M4 PAM: 7; GalR3 antag: -3

# Assay outcomes (PubChem)
